Ins promoter up – MIN6 insulin promoter up-regulation. z-score at 5 µM. MIN6 insulin promoter-GFP reporter, high-content imaging; stronger effect = higher value. 0.3% of 190,000 active;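 active means z-score above 3 at 5 µM with at least 500 cells counted in the well; inconclusive means wells under 500 cells, flagged as cytotoxic or low count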
WT yeast gro inh – growth inhibition of WT yeast, mitochondrial fusion screen; mitochondrial fusion phenotypic screen, WT strain; inhibition, % at 10 µM; 2.1% of 190,000 active; in the data active means inhibition above about 58%; tested in S. cerevisiae
Myeloid diff MLP – myeloid differentiation induction | ER-HoxA9 myeloid progenitors, lysozyme-GFP differentiation, flow cytometry | AID 624256 | 1% of 360,000 active | calls only at 10 µM;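 active means normalized GFP-positive differentiation at or above the plate's own cutoff, the solvent-only control mean plus 3 SD; inconclusive means no clear call, values can overlap the other calls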;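 further: cells exposed to compound for four days before flow analysis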
T cell modulator – modulates CD8 T cell binding to vesicles | calls only at 7 µM | 2C CD8+ T cell-vesicle binding, flow cytometry; stronger effect = lower value | 0.068% of 330,000 active | AID 2052;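 active means response, share of CD8 T cells binding vesicles, and their 90th percentile fluorescence all below set limits, cut at about 80% in these data, passing the limit was not always enough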
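Incubation: binding step 1.5 h, 37 °C, antibody labelling 20 min, ice; system: murine 2C transgenic CD8+ T lymphocytes; technique: cytometric PE anti-B7-1 and Alexa647 anti-CD8 signals after 1% paraformaldehyde fixation; also added: QL9-charged Drosophila Ld/ICAM-1/B7-1 vesicles; control set: naked versus QL9-loaded vesicles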
Lipid droplet – modulators of hepatic lipid droplet formation; AML12 mouse hepatocytes, oleate lipid droplets, BODIPY imaging; inhibition, % at 6.5 µM; 0.4% of 240,000 active; AID 1656;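 active means lipid droplet intensity inhibited by at least 50%, with more than 500 cells counted; inconclusive means wells with under 300 cells, treated as cytotoxic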
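Assay system: AML12 mouse liver cells | Compound dosing: One dose, 6.5 µM compound | Read-out basis: Droplet intensity reduction, % inhibition | Measured by: Fluorescence imaging, 20x objective, two fields per well | Schedule: Overnight treatment with compound plus oleate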
West Nile antiviral – inhibition of WNV-induced cytopathic effect – cell-based, CPE readout (AID 1621). West Nile virus-infected cells, CPE inhibition; higher % means a stronger effect. CPE inhibition, % at 10 µM, or IC50 in µM where a hit was titrated. 0.02% of 290,000 active; in the data active means a potency from the dose series; inconclusive means CPE inhibition mostly from about 3.7% at the one dose, without a potency; inactive means the rest, 99 in 100 with CPE inhibition below about 2.2%; further: strong numbers were not always called active
MT stabilizer – microtubule stabilizers in HeLa cells. HeLa tubulin immunostaining HCS, 24 h; share of cells brighter than vehicle mean+2SD. % tubulin-high responders, % at 10 µM. 0.83% of 200,000 active;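 active means plate Z-score above 3 for both tubulin-high and condensed-nucleus cell shares, with cell loss under 80%, at 10 µM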;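 further: anti alpha tubulin signal scored within the nucleus-defined area of each cell; some results filed as inactive read as strong as hits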
Autophagy HCS – modulators of autophagy. calls only at 10 µM (by protocol). AID 463193. 0.98% of 190,000 active. MEF GFP-LC3 puncta imaging; test concentration mostly 10 µM;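 active means percentage of spot-positive cells more than 3 SD above its plate mean, without a fluorescence outlier flag or 80% toxicity; inconclusive means no clear call, values can overlap the other calls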;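 further: spot-positive cell cutoff set from DMSO-treated cells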
b-catenin transl – alters nuclear translocation of beta-catenin in HeLa cells; immunofluorescence imaging; nuclear translocation activity, % at 5 µM; AID 1665; 0.3% of 190,000 active;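 active means nuclear translocation activity above 50% at 5 µM, with a well cell count of 50 or more; inconclusive means wells under 50 cells across six images, flagged as toxic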;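 further: per-cell ratio of nuclear to cytoplasmic median beta-catenin stain intensity; plate controls were DMSO negative control for no effect and GSK-3 inhibitor IX positive control for full effect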
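Signal – beta-catenin immunofluorescence imaging with DAPI · Test system – human HeLa cell line · Dosing – 5 µM primary single dose, 0.1% DMSO, 0.02–20 µM confirmation series · Measure – % activation, nuclear-to-cytoplasmic median beta-catenin signal ratio per cell · Incubation – 24 h compound exposure at 37°C, 5% CO2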
WT yeast gro inh mutant strain – recorded beside WT yeast gro inh, whose call it bears; inhibition, %; mitochondrial fusion phenotypic screen, mutant strain inhibition
Ins promoter up cell count – second read-out of Ins promoter up, no call of its own (marks repeat the call); cell count; measured here: cytotoxicity, nuclei count;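 total cells summed across four imaged fields per well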
Lipid droplet cells 6.5 µM – also measured in Lipid droplet; calls as there; cell count; measured here: cell count, cytotoxicity flag;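 cells counted across two imaged fields per well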
b-catenin transl cell count 5 µM – recorded beside b-catenin transl, whose call it bears; cell count; measured here: cell count, cytotoxicity flag
T cell modulator vesicle-bound % – further read-out of T cell modulator, marked with its call; double positive events, %; measured here: CD8+ vesicle-bound cell fraction;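 binding gate set so that unloaded-vesicle control wells show 10% double positive cells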
MT stabilizer Hoechst-high % – also measured in MT stabilizer; calls as there; % Hoechst-high responders; measured here: nuclear condensation Hoechst responders;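 share of cells brighter than vehicle mean plus two SD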
MT stabilizer cytotoxicity % – second read-out of MT stabilizer, no call of its own (marks repeat the call); toxicity, %; measured here: cytotoxicity by cell density;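 0% = mean cell density of plate MIN control wells and 100% = no cells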
Autophagy HCS cell loss 18 h – second read-out of Autophagy HCS, no call of its own (marks repeat the call); toxicity, %; measured here: cell loss, nuclei count;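 cell loss after 18 h compound exposure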
Myeloid diff MLP GFP+ MAC1+ % – second read-out of Myeloid diff MLP, no call of its own (marks repeat the call); GFP+ MAC1+ double positive, %; measured here: differentiation confirmed by MAC1 staining
An asterisk follows results filed as active; i = inactive; ? = inconclusive; . = no result given. Outcome played no part in choosing rows. About 3.9% of those tested had a hit in this group.

SMILES | Ins promoter up | Ins promoter up cell count | WT yeast gro inh | WT yeast gro inh mutant strain | Myeloid diff MLP | Myeloid diff MLP GFP+ MAC1+ % | T cell modulator | T cell modulator vesicle-bound % | Lipid droplet | Lipid droplet cells 6.5 µM | West Nile antiviral | MT stabilizer | MT stabilizer Hoechst-high % | MT stabilizer cytotoxicity % | Autophagy HCS | Autophagy HCS cell loss 18 h | b-catenin transl | b-catenin transl cell count 5 µM
C=CCSc1nc2c(c(=O)[nH]1)C(C(C)C)C(C#N)=C(N)O2 (stereo unspecified) | 0.58 | 970 | 13 | -1 | i | 1.1 | i | 18 | . | . | -0.2% | 1.7 | 3.5 | 8.9 | i | 3 | -6.5 | 1046
CN(CC(=O)Nc1ccc(N2CCOCC2)cc1)Cc1cc(=O)n2ccsc2n1 | -0.65 | 1215 | -38 | 2 | i | 0.1 | i | 39 | 6 | 706 | 0.5% | 3.7 | 1.7 | 10 | i | 10 | -0.2 | 1036
Clc1ccc(-c2cnc3ccccc3n2)cc1 | . | . | -2 | -16 | i | 0.8 | i | 28 | 1 | 623 | 0.5% | 3.7 | 2.4 | 1.7 | i | 11 | -0.5 | 786
O=C(OC(C(=O)Nc1cccc(C(F)(F)F)c1)c1ccccc1)C1CCCCC1 (stereo unspecified) | 0.2 | 1413 | 62* | 11* | i | 0.4 | i | 42 | -7 | 577 | 2.0% | 1.8 | 2.8 | 7.5 | i | -1 | 1.6 | 1107
Cc1nn(Cc2ccccc2Cl)c2sc(C(=O)NCc3ccc4c(c3)OCO4)cc12 | 0.56 | 868 | 0 | 23 | i | 0.9 | i | 47 | 36 | 693 | -0.2% | 1.5 | 2.3 | 19 | i | 2 | . | .
CCc1ccccc1NC(=O)c1cccc(NC(=O)/C=C/c2ccco2)c1 | -1.4 | 986 | 10 | -13 | i | 1.3 | i | 50 | 53* | 300* | -0.2% | 5.9 | 1.9 | 5.2 | i | 2 | 1.4 | 1054
Cc1ccc(Nc2nc(N)c([N+](=O)[O-])c(NCc3ccco3)n2)cc1C | -1.8 | 995 | 72* | 20* | i | 0.6 | i | 51 | 4 | 538 | 0.1% | 5.6 | 3.2 | 2.4 | i | -6 | 5.0 | 553
COc1cc(OC)c(Cl)cc1N | 0.18 | 1124 | 10 | 11 | i | 0.4 | i | 26 | . | . | 0.5% | 3.9 | 1.9 | 0.9 | i | 28 | -5.1 | 964
Nc1nonc1-n1nnc(C(=O)N/N=C/c2ccco2)c1CSc1ccccc1 | . | . | . | . | ? | . | i | 42 | -55 | 750 | 0.4% | . | . | . | . | . | . | .
Cc1ccc2oc3c(c(=O)c2c1)C(c1ccc(F)cc1)N(CCCN1CCOCC1)C3=O (stereo unspecified) | 1 | 797 | -1 | 3 | . | . | . | . | . | . | 0.2% | 3.5 | 4.1 | 11 | i | -1 | . | .
COc1ccc(C2/C=C\CN(Cc3ccncc3)CC(=O)N2Cc2ccc(F)cc2)cc1 (stereo unspecified) | . | . | . | . | i | 1.0 | . | . | -7 | 647 | -0.5% | . | . | . | . | . | -1.3 | 1124
C=CCNc1nc(N)c(C(=O)Nc2cc(C)on2)s1 | -0.17 | 1247 | 0 | -8 | i | 5.2 | i | 31 | 21 | 681 | -0.2% | 1.5 | 2.2 | 5.0 | i | 7 | . | .
Cc1[nH]c(=S)[nH]c(=O)c1Cc1ccc(OCC(C)C)cc1 | . | . | -2 | 2 | i | 0.3 | i | 18 | -35 | 713 | -0.6% | 15* | 39* | 26* | i | 18 | 11 | 836
CCSC1=NCCN1S(=O)(=O)c1ccccc1 | -0.09 | 1004 | -8 | -20 | i | 0.3 | i | 56 | 1 | 763 | 0.2% | 3.3 | 2.9 | 9.2 | i | -8 | -0.1 | 1072
Cc1c(Cc2ccccc2)c(=O)oc2cc(OCC(=O)N3CCC(C(=O)O)CC3)ccc12 | . | . | . | . | i | 1.2 | i | 36 | 20 | 843 | 0.0% | . | . | . | . | . | . | .
CC(C)(C)NC(=O)c1ccc2c(c1)N(CC(=O)N1CCCC1)C(=O)C(C)(C)O2 | . | . | . | . | i | 0.4 | i | 6 | 5 | 759 | -0.9% | . | . | . | . | . | . | .
O=C1Nc2ccccc2/C1=C/C(=O)c1cccs1 | 0.24 | 889 | . | . | i | 0.8 | i | 11 | 10 | 804 | 0.7% | 1.6 | 0.9 | 8.0 | i | -10 | 2.9 | 990
Cc1cc2nncn2c(Cc2ccccc2)n1 | -0.24 | 1300 | 15 | 30 | i | 1.5 | i | 50 | . | . | 0.2% | 2.7 | 3.6 | 2.1 | i | 14 | -1.7 | 1120
O=C(Nc1ccc(Cl)cc1)Nn1cnc2ccccc2c1=O | . | . | . | . | i | 0.5 | i | 6 | -14 | 752 | -0.9% | . | . | . | . | . | . | .
COC(=O)c1ccc(S(=O)(=O)N2CCCC2)o1 | . | . | 0 | -2 | i | 0.8 | i | 51 | -2 | 747 | -0.1% | 2.8 | 1.9 | 4.6 | i | -3 | . | .
CCOc1c(C)cnc2c1c(=O)n(Cc1cccc(Cl)c1)c(=O)n2C | . | . | . | . | i | 0.7 | i | 6 | -4 | 765 | 0.0% | . | . | . | . | . | . | .
N#CCSc1nc(N)c(C#N)c(C2CCCCC2)c1C#N | -0.44 | 1632 | 4 | 6 | i | 0.5 | i | 6 | . | . | -0.3% | 1.9 | 0.9 | 7.3 | i | -1 | -2.2 | 1407
Cc1ccc(-n2nc(C(=O)NCc3ccc(C)o3)c3c4ccccc4n(C)c3c2=O)cc1 | -0.3 | 848 | -18 | 8 | i | 0.5 | i | 42 | -20 | 804 | 1.8% | 6.9 | 2.0 | 1.3 | i | 5 | . | .
O=C(NNc1c2ccccc2nc2ccccc12)c1ccccc1Cl | . | . | . | . | i | 0.4 | i | 27 | -2 | 823 | -2.1% | . | . | . | . | . | . | .
O=C(CCNS(=O)(=O)c1ccc(OC(F)(F)F)cc1)N1CCN(C/C=C/c2ccccc2)CC1 | . | . | . | . | i | 2.9 | i | 12 | 22 | 869 | -0.8% | . | . | . | . | . | . | .
CCOC(=O)c1ccc(NC(=O)CC2C(=O)OCCN2CC)cc1 (stereo unspecified) | -0.73 | 1620 | 7 | 5 | i | 0.4 | i | 55 | 17 | 676 | 0.6% | 2.0 | 1.8 | 4.1 | i | 5 | -0.8 | 957
CC(C)(C)NC(=O)C(c1ccc(F)cc1)N(CC1CCCO1)C(=O)CCC(=O)Nc1ccccn1 (stereo unspecified) | . | . | . | . | i | 0.4 | i | 38 | 23 | 791 | -0.7% | . | . | . | . | . | . | .
O=S(=O)(c1ccc(Cl)cc1)N1CCN=C1SCc1cccc(Cl)c1 | -0.74 | 1420 | 40 | 16 | i | 0.5 | i | 48 | 0 | 662 | -1.8% | 1.9 | 1.9 | 9.0 | i | 4 | -4.3 | 498
COc1cc2[nH]c(C(=O)NN)c(N)c2cc1OC | 0.17 | 1192 | . | . | . | . | i | 31 | 21 | 675 | 0.4% | . | . | . | . | . | -0.3 | 1313
COc1ccccc1NC(=O)CSc1nnc(CC(=O)Nc2cccc(C(F)(F)F)c2)n1C | . | . | -10 | 9 | i | 0.4 | i | 55 | 8 | 780 | -0.5% | 1.7 | 1.7 | 8.7 | i | 1 | . | .
COc1ccc(Oc2coc3c(CN4CCOCC4)c(O)ccc3c2=O)cc1 | . | . | -22 | -14 | i | 0.5 | i | 12 | -6 | 756 | 1.5% | 1.5 | 0.7 | 1.3 | i | 5 | . | .
CC1(C)Cc2ccccc2-c2nnc(C(F)(F)F)n21 | -1.1 | 1241 | 0 | -11 | i | 0.6 | i | 34 | 10 | 655 | 0.5% | 1.6 | 3.5 | 11 | i | -15 | 1.1 | 929
Cc1nnc(SCC(=O)N2CCC(C(N)=O)CC2)s1 | . | . | -12 | 1 | i | 1.1 | i | 55 | 25 | 764 | 0.0% | 3.5 | 2.1 | 2.9 | i | -3 | -3.9 | 586
CC1CC(C)CN(S(=O)(=O)c2ccc3c(c2)oc(=O)n3CC(=O)N(C)Cc2ccccc2)C1 (stereo unspecified) | . | . | . | . | i | 2.4 | i | 31 | 5 | 796 | -0.6% | . | . | . | . | . | . | .
O=[N+]([O-])c1cccc(N=Cc2sc3ccccc3c2O)c1 | 1.4 | 1249 | -7 | 0 | . | . | i | 41 | 19 | 706 | -0.1% | 5.2 | 2.6 | 7.4 | i | -22 | -2.0 | 948
COc1ccc(-c2[nH]ncc2C2N=C(N)Nc3nc4ccccc4n32)cc1 (stereo unspecified) | -0.06 | 1617 | 15 | -13 | i | 0.2 | i | 7 | 5 | 682 | -0.4% | 2.6 | 1.1 | 11 | i | -10 | -2.5 | 1092

Part of the list above in order of formula weight, falling:
SMILES | Ins promoter up | Ins promoter up cell count | WT yeast gro inh | WT yeast gro inh mutant strain | Myeloid diff MLP | Myeloid diff MLP GFP+ MAC1+ % | T cell modulator | T cell modulator vesicle-bound % | Lipid droplet | Lipid droplet cells 6.5 µM | West Nile antiviral | MT stabilizer | MT stabilizer Hoechst-high % | MT stabilizer cytotoxicity % | Autophagy HCS | Autophagy HCS cell loss 18 h | b-catenin transl | b-catenin transl cell count 5 µM
CC1CC(C)CN(S(=O)(=O)c2ccc3c(c2)oc(=O)n3CC(=O)N(C)Cc2ccccc2)C1 (stereo unspecified) | . | . | . | . | i | 2.4 | i | 31 | 5 | 796 | -0.6% | . | . | . | . | . | . | .
COc1ccc(Oc2coc3c(CN4CCOCC4)c(O)ccc3c2=O)cc1 | . | . | -22 | -14 | i | 0.5 | i | 12 | -6 | 756 | 1.5% | 1.5 | 0.7 | 1.3 | i | 5 | . | .
CCOC(=O)c1ccc(NC(=O)CC2C(=O)OCCN2CC)cc1 (stereo unspecified) | -0.73 | 1620 | 7 | 5 | i | 0.4 | i | 55 | 17 | 676 | 0.6% | 2.0 | 1.8 | 4.1 | i | 5 | -0.8 | 957
